miR122 inh: miR-122 Renilla sensor signal increase in Huh7, primary screen, miR-122 inhibitor project, cell-based, single point, plate reader | Huh7 miR-122 Renilla luciferase sensor, 48 h; neutral wells = 0, positive control = 100 | activation (reporter increase), % at 12.5 µM | actives 0.3% (n = 340,000);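 active = mean replicate activation score at least 90 and every replicate individually at or above 90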;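 note: higher luciferase means less miR-122 activity so hits act as miR-122 inhibitors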
F508del corr: F508del CFTR correction, initial screen, CFBE line, single point. CFBE cells, YFP halide quenching; stimulated with forskolin plus potentiator P3; % fluorescence drop versus neutral controls. activity (quench increase), % at 7.58 µM. actives 0.36% (n = 350,000). AID 720511, 2013;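 active = mean added fluorescence quench of at least 8% versus neutral control, with both replicates also reaching 8%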;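 note: cells transiently co-express mutant CFTR-F508del with the halide-sensitive YFP; corrector assay measuring rescue of mutant channel to the surface after 24 h compound exposure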
* = called active by the depositor; [ ] = dose if it differs, or a comment. Only part of the results is shown, so the mix of outcomes need not match the whole.

Molecule | miR122 inh | F508del corr
C[C@@H]1CN([C@@H](C)CO)C(=O)c2cccc(NC(=O)Nc3ccccc3)c2O[C@H]1CN(C)S(=O)(=O)c1cccs1 | -1.5[16.7 µM] | -0.1
C[C@@H]1CCCCO[C@@H](CN(C)CC2CCCCC2)[C@H](C)CN([C@H](C)CO)C(=O)c2cc(NC(=O)CCC(F)(F)F)ccc2O1 | -5.4[16.7 µM] | 0.1
CN1c2ccc(-c3ccccc3)cc2[C@H]2[C@H](CCN2C(=O)CC2CC2)[C@H]1CO | 7.5[16.7 µM] | 3.2
Cc1ccccc1S(=O)(=O)N1CC[C@H]2[C@H](CO)Nc3ccc(-c4cccc(F)c4)cc3[C@H]21 | 27.9[16.7 µM] | 1.1
COC(=O)C1N[C@@H]([C@@H](NC(=O)COc2ccccc2)C(=O)NCc2ccsc2)SC1(C)C (some centres not stated) | -4.2 | -0.3
CNC[C@H]1OCCCC[C@@H](C)Oc2ccc(NC(=O)Cc3ccccc3)cc2C(=O)N([C@H](C)CO)C[C@@H]1C | 2.5[16.7 µM] | -0.3
C[C@@H]1CN([C@@H](C)CO)C(=O)CCCn2cc(nn2)CO[C@@H]1CN(C)C(=O)c1ccc(N2CCN(C)CC2)cc1 | -0.1[16.7 µM] | 0.4
COc1ccc(S(=O)(=O)N(C)C[C@@H]2Oc3ccc(NS(=O)(=O)c4ccc(Cl)cc4)cc3C(=O)N([C@H](C)CO)C[C@H]2C)cc1 | -4.4[16.7 µM] | 0.9
O=C(CC1S/C(=N\S(=O)(=O)c2ccc(F)cc2)N(c2ccccc2)C1=O)Nc1ccccc1 (configuration not stated) | 16.0 | -1.7
C=CCN1c2ccccc2[C@]23C[C@@H](C(=O)OC)N(C(C)=O)C2=NC(C(=O)OC)=C(C(=O)OC)[C@H]13 | -9.3 | -1.2
C[C@@H]1CCCCO[C@H](CN(C)Cc2ccccc2)[C@H](C)CN([C@@H](C)CO)C(=O)c2cc(NC(=O)CCC(F)(F)F)ccc2O1 | 1.3[16.7 µM] | -1.8
C[C@H]1CN([C@@H](C)CO)S(=O)(=O)c2ccc(-c3ccc(F)cc3)cc2O[C@@H]1CN(C)C(=O)C1CC1 | 9.2[16.7 µM] | 2.4
C[C@@H]1CN([C@@H](C)CO)C(=O)c2cc(C#Cc3ccccn3)cnc2O[C@@H]1CN(C)Cc1ccccc1 | -4.1[16.7 µM] | -1.4
CCCC#Cc1ccc2c(c1)O[C@@H](CN(C)C(=O)C1CCCCC1)[C@@H](C)CN([C@H](C)CO)S2(=O)=O | -2.0[16.7 µM] | 1.1
CCC(=O)Nc1ccc2c(c1)C(=O)N(C)C[C@@H](OC)[C@@H](C)CN(C(=O)CN1CCOCC1)[C@@H](C)CO2 | -11.4[16.7 µM] | -2.2
OC[C@@H]1[C@H](c2ccc(-c3ccccc3F)cc2)[C@@H]2CN(Cc3ccncc3)CCCCN12 | 6.8[16.7 µM] | 2.1
C[C@H](CO)N1C[C@H](C)[C@@H](CN(C)S(=O)(=O)c2ccc(F)cc2)Oc2c(NS(C)(=O)=O)cccc2C1=O | 1.5[16.7 µM] | 1.6
O=C(NCC1CCCCC1)C12CN(Cc3ccccc3)CC1C(c1cccc([N+](=O)[O-])c1)=NO2 (configuration not stated) | 4.1 | 5.0
C/C=C/c1ccc2c(c1)O[C@@H](CN(C)C(=O)C1CCC1)[C@@H](C)CN([C@@H](C)CO)S2(=O)=O | 2.6[16.7 µM] | -0.8
C[C@H](CO)N1C[C@H](C)[C@@H](CN(C)C(=O)C2CC2)Oc2ncc(C#CC3(O)CCCC3)cc2C1=O | -2.6[16.7 µM] | 1.9

5 entries drawn at random from the list so far, as already listed:
Molecule | miR122 inh | F508del corr
C[C@@H]1CCCCO[C@H](CN(C)Cc2ccccc2)[C@H](C)CN([C@@H](C)CO)C(=O)c2cc(NC(=O)CCC(F)(F)F)ccc2O1 | 1.3[16.7 µM] | -1.8
C[C@H](CO)N1C[C@H](C)[C@@H](CN(C)S(=O)(=O)c2ccc(F)cc2)Oc2c(NS(C)(=O)=O)cccc2C1=O | 1.5[16.7 µM] | 1.6
CN1c2ccc(-c3ccccc3)cc2[C@H]2[C@H](CCN2C(=O)CC2CC2)[C@H]1CO | 7.5[16.7 µM] | 3.2
C/C=C/c1ccc2c(c1)O[C@@H](CN(C)C(=O)C1CCC1)[C@@H](C)CN([C@@H](C)CO)S2(=O)=O | 2.6[16.7 µM] | -0.8
C[C@@H]1CN([C@@H](C)CO)C(=O)c2cccc(NC(=O)Nc3ccccc3)c2O[C@H]1CN(C)S(=O)(=O)c1cccs1 | -1.5[16.7 µM] | -0.1

Copied from above (2 entries):
Molecule | miR122 inh | F508del corr
Cc1ccccc1S(=O)(=O)N1CC[C@H]2[C@H](CO)Nc3ccc(-c4cccc(F)c4)cc3[C@H]21 | 27.9[16.7 µM] | 1.1
COC(=O)C1N[C@@H]([C@@H](NC(=O)COc2ccccc2)C(=O)NCc2ccsc2)SC1(C)C (some centres not stated) | -4.2 | -0.3

The list continues:
Molecule | miR122 inh | F508del corr
C/C=C/c1ccc2c(c1)O[C@@H](CN(C)C(=O)C1CC1)[C@@H](C)CN([C@H](C)CO)S2(=O)=O | 10.4[16.7 µM] | 1.4
COCC(=O)Nc1ccc2c(c1)OC[C@H](C)N(Cc1cncnc1)C[C@@H](C)[C@H](OC)CN(C)C2=O | 19.2[16.7 µM] | -0.2
CO[C@H]1CN(C)C(=O)c2ccc(NC(C)=O)cc2OC[C@H](C)N(Cc2cccc(F)c2)C[C@H]1C | 35.5[16.7 µM] | -2.5
CC[C@]12C(=O)N(C)C[C@H]([C@@H]3C(=O)N(C)C(=O)[C@@H]31)N2C(=O)c1ccccc1 | -0.1 | 2.6
CCCN(C)C[C@@H]1Oc2ncc(C#CC3CC3)cc2C(=O)N([C@H](C)CO)C[C@@H]1C | -2.2[16.7 µM] | 0.8
Cc1ccccc1-c1ccc([C@H]2[C@@H](CO)N3CCCCN(S(=O)(=O)Cc4ccccc4)C[C@@H]23)cc1 | -4.3[16.7 µM] | -3.6
Cc1noc(C)c1NC(=O)Nc1ccc2c(c1)C(=O)N([C@H](C)CO)C[C@H](C)[C@@H](CN(C)S(=O)(=O)c1c(C)noc1C)O2 | -15.4 | 1.7
CCC(=O)Nc1ccc2c(c1)C(=O)N(C)C[C@H](OC)[C@@H](C)CN(Cc1ccccc1)[C@@H](C)CO2 | -11.4[16.7 µM] | -0.9
Cc1ccc(S(=O)(=O)Nc2ccc3c(c2)C(=O)N([C@H](C)CO)C[C@@H](C)[C@H](CN(C)Cc2ccc(C(F)(F)F)cc2)O3)cc1 | 18.3[16.7 µM] | 2.4
CCCN(C)C[C@H]1Oc2cc(C3=CCCC3)ccc2S(=O)(=O)N([C@H](C)CO)C[C@@H]1C | 15.6[16.7 µM] | 0.1
CO[C@@H]1CN(C)C(=O)c2cc(NS(C)(=O)=O)ccc2OC[C@H](C)N(Cc2ccccn2)C[C@H]1C | 13.0[16.7 µM] | -0.1
COCC(=O)N(C)C[C@H]1Oc2ncc(C#CC(C)(C)O)cc2C(=O)N([C@@H](C)CO)C[C@@H]1C | 7.4[16.7 µM] | -5.4
C[C@H](CO)N1C[C@H](C)[C@H](CN(C)C(=O)Nc2ccc3c(c2)OCO3)OCc2cn(nn2)CCCC1=O | 7.0[16.7 µM] | 0.1
CC(C)NC(=O)N(C)C[C@@H]1Oc2ncc(C#CC3CCCCC3)cc2C(=O)N([C@H](C)CO)C[C@H]1C | -4.0[16.7 µM] | 0.9
COc1cccc(NC(=O)N(C)C[C@H]2OCc3cnnn3CCCC(=O)N([C@@H](C)CO)C[C@H]2C)c1 | 2.6[16.7 µM] | -0.6
CN(C)C(=O)c1ccc(-c2ccc3c(c2)[C@@H]2[C@@H](CCN2C(=O)c2ccccc2F)[C@H](CO)N3)cc1 | -1.4[16.7 µM] | -0.9
CO[C@@H]1CN(C)C(=O)c2ccc(NC(=O)c3ccc(F)cc3)cc2OC[C@H](C)N(C(=O)CN(C)C)C[C@@H]1C | 12.6[16.7 µM] | 0.9
CC(C)NC(=O)Nc1ccc2c(c1)C(=O)N([C@@H](C)CO)C[C@@H](C)[C@H](CN(C)C(=O)c1ccccc1)OCCCC[C@H](C)O2 | -0.3[16.7 µM] | -1.0
C[C@H]1CN([C@@H](C)CO)S(=O)(=O)c2ccc(C3=CCCCC3)cc2O[C@@H]1CN(C)C | 18.7[16.7 µM] | 2.0
CO[C@H]1CN(C)C(=O)c2cc(NS(=O)(=O)c3ccc(Cl)cc3)ccc2OC[C@@H](C)N(C(=O)NC(C)C)C[C@H]1C | 11.2[16.7 µM] | 0.2

Additional records.
Molecule | miR122 inh | F508del corr
COCCNC(=O)C1Nc2ccc(OC(F)(F)F)cc2C2C=CCC12 (configuration not stated) | -0.2 | 0.9
CN1c2ccc(-c3ccccc3)cc2[C@H]2[C@H](CCN2C(=O)NC2CCCC2)[C@@H]1CO | -3.3[16.7 µM] | 1.3
COc1ccccc1-c1ccc([C@@H]2[C@H](CO)N3CCCCN(C(=O)NC4CCCC4)C[C@@H]23)cc1 | -1.8[16.7 µM] | -1.7
CCCNC(=O)[C@@H]1[C@@H](CO)[C@@H]2Cn3c(ccc(/C=C/c4ccccc4)c3=O)[C@H]1N2CCC | 3.8[16.7 µM] | 3.1
CCO[C@H]1OC(C(=O)NCc2nc3ccccc3[nH]2)=C[C@@H](c2ccc3c(c2)OCO3)[C@@H]1CCCO | 0.7 | 0.1
C[C@@H]1CCCCO[C@@H](CN(C)C)[C@@H](C)CN([C@H](C)CO)C(=O)c2cc(NC(=O)CCCN(C)C)ccc2O1 | 4.3[16.7 µM] | -0.8
O=C(CN1C(=O)NC(Cc2c[nH]c3ccccc23)C1=O)Nc1ccccc1C(F)(F)F (configuration not stated) | 5.8 | 0.5
C[C@@H]1CN([C@@H](C)CO)C(=O)c2cc(-c3ccncc3)cnc2O[C@H]1CN(C)C(=O)C1CCC1 | -5.3[16.7 µM] | -1.2
C[C@@H]1CN([C@@H](C)CO)C(=O)c2cccc(NS(C)(=O)=O)c2O[C@@H]1CN(C)Cc1ccc(C(F)(F)F)cc1 | 61.5[16.7 µM] | -0.4
C[C@H](O)C#Cc1ccc2c(c1)O[C@@H](CN(C)CC1CC1)[C@@H](C)CN([C@@H](C)CO)S2(=O)=O | -5.1[16.7 µM] | -2.2
C[C@H](CO)N1C[C@H](C)[C@@H](CN(C)Cc2cccc(F)c2)Oc2cc(-c3ccc(F)cc3)ccc2S1(=O)=O | 3.9[16.7 µM] | 1.0
Cc1ccc(S(=O)(=O)N(C)C[C@H]2Oc3ccc(NS(=O)(=O)c4cn(C)cn4)cc3C(=O)N([C@@H](C)CO)C[C@@H]2C)cc1 | 5.5[16.7 µM] | 1.4
CNC[C@H]1Oc2ncc(-c3ccccc3F)cc2C(=O)N([C@@H](C)CO)C[C@H]1C | -5.9[16.7 µM] | -4.6
COC(=O)[C@@]1(C)CC[C@]2(C)CC[C@@]3(C)C(=CC(=O)C4[C@@]5(C)CC[C@H](O)C(C)(C)[C@@H]5CC[C@]43C)[C@H]2C1 (some centres not stated) | 40.6 | -0.7
COc1ccc(CNC(=O)C[C@H]2CC[C@H]3[C@@H](COc4ccc(NC(=O)C(C)C)cc4C(=O)N3C)O2)cc1 | -16.7[16.7 µM] | -3.0
CNC[C@@H]1OCCCC[C@@H](C)Oc2ccc(NC(=O)Nc3ccc(C(F)(F)F)cc3)cc2C(=O)N([C@H](C)CO)C[C@@H]1C | 2.5[16.7 µM] | 0.2
C[C@H](CO)N1C[C@H](C)[C@H](CN(C)S(=O)(=O)c2ccccc2)Oc2c(NC(=O)Nc3ccc(C(F)(F)F)cc3)cccc2C1=O | 9.3[16.7 µM] | 0.1
C[C@@H]1CN([C@@H](C)CO)C(=O)c2cc(C#CC3CC3)cnc2O[C@H]1CN(C)C(=O)C1CCCCC1 | -4.2[16.7 µM] | 2.6
O=C(CN1CCOCC1)N1CCCCN2[C@@H](CO)[C@H](c3ccc(Br)cc3)[C@@H]2C1 | -2.5[16.7 µM] | -1.4
CCCC#Cc1ccc2c(c1)O[C@@H](CN(C)C(=O)C1CCCCC1)[C@@H](C)CN([C@@H](C)CO)S2(=O)=O | 25.2[16.7 µM] | 1.6

Additional results:
Molecule | miR122 inh | F508del corr
C[C@@H]1CCCCO[C@H](CN(C)Cc2ccc3c(c2)OCO3)[C@H](C)CN([C@@H](C)CO)C(=O)c2cc(NS(C)(=O)=O)ccc2O1 | 1.2[16.7 µM] | 1.7
Cc1ccc(-c2ccc([C@H]3[C@H](CO)N4CCCCN(C(=O)Nc5cccc(F)c5)C[C@@H]34)cc2)cc1 | -2.0[16.7 µM] | 3.3
CCCNC(=O)C(Cc1cccc(C#N)c1)NC(=O)c1cccc([N+](=O)[O-])c1 (configuration not stated) | -7.0 | 2.2
Cc1ccc(SC[C@H](CC(C)C)N2CCN(CCc3ccccc3)CCC2=O)cc1 | -4.2 | 4.5
CCCN1CCC(=O)N([C@H](CO)Cc2ccccc2)CC1 | -1.9 | -1.3
C[C@@H]1CN([C@H](C)CO)C(=O)c2cc(NC(=O)Nc3ccc(C(F)(F)F)cc3)ccc2O[C@@H](C)CCCCO[C@@H]1CN(C)Cc1ccc(C(F)(F)F)cc1 | -1.4[16.7 µM] | 1.3
CC(=O)C[C@H](O)CC(=O)[C@H]1OC(=O)CCCCCCCc2ccccc21 | 2.7 | 3.1
